# Compound activity: PubChem BioAssay, Broad Institute
# dFosB activator – enhances mouse delta FosB homodimer DNA binding | 340,000 tested, 0.99% active | purified delta FosB, TAMRA-CDK5 oligo fluorescence polarization; percent of positive-control signal above neutral wells | activation, % at 25 µM | P13346;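 active = mean activation above about 17%, with every replicate also reaching it, limit read from the data, passing the limit was not always enough; inconclusive = only one of the two conditions met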;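 note: fluorescence polarization rise as delta FosB binds a TAMRA Cdk5 AP-1 oligo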
# Target sequence (P13346 whole entry, looked up): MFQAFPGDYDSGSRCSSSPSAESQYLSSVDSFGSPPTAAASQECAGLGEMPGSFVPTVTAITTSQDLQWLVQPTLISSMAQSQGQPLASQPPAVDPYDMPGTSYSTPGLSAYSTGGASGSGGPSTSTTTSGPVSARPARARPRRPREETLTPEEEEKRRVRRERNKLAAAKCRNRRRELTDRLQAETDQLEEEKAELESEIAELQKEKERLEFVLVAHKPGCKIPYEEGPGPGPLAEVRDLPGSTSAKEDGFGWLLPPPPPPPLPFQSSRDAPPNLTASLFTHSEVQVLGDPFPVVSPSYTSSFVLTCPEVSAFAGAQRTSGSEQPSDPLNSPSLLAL
# CAL PDZ FP-1 – human CAL PDZ-peptide interaction inhibition. inhibition, % at 20 µM. 330,000 tested, 0.02% active. AID 504414. Q9HD26. purified CAL PDZ, TMR-peptide fluorescence polarization, 1 h;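 active = highest replicate inhibition of at least 40%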;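 note: plate controls were DMSO neutral control wells for no effect and unlabeled competitor peptide control wells for full effect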
#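 material = purified tagged CAL PDZ domain construct (CerCALP) | buffer or medium = sodium phosphate/NaCl buffer pH 7.4 with TCEP, IgG, Thesit | reagent = TMR-labelled reporter peptide T*-PRC34 bound in PDZ groove | incubation = 1 h room-temperature incubation prior to read | measured by = fluorescence polarization (mP) | evaluation = percent inhibition from loss of millipolarization | control set = unlabelled peptide and DMSO controls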
# Rtt109 HAT inh – inhibitors of Candida albicans Rtt109/Vps75 histone acetyltransferase; 330,000 tested, 0.16% active; AID 540336; Q5AAJ8; inhibition, % at 34.9 µM; purified Rtt109/Vps75, ThioGlo CoA-SH fluorescence, 4 h;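 active = inhibition of at least 50% in every replicate; inconclusive = best replicate reaches 50% inhibition but some replicates fall short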
# Target sequence (Q5AAJ8 whole entry, looked up): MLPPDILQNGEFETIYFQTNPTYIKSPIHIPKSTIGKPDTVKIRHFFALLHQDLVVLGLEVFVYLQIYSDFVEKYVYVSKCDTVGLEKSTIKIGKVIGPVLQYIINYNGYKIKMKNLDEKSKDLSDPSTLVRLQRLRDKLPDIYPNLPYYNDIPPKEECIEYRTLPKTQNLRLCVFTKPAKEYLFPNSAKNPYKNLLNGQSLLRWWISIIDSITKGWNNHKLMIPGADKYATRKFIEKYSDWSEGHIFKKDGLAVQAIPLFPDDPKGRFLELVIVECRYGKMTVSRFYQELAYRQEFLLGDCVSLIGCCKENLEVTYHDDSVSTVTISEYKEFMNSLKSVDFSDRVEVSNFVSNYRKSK
# CAL PDZ FP-2 – inhibitors of human CAL PDZ peptide binding. Q9HD26. purified CAL PDZ, TMR-peptide fluorescence polarization, 1 h. inhibition, % at 24.9 µM. 300,000 tested, 0.92% active. AID 602252;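 active = mean inhibition of at least 30% with at least half of replicates also reaching 30%; inconclusive = no clear call, values can overlap the other calls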;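 note: 0% = DMSO neutral control and 100% = excess unlabeled competitor peptide PRC23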
# PfHsp90 set2 – reduces growth (ATP signal) of yeast expressing P. falciparum Hsp90. S. cerevisiae expressing PfHsp90, BacTiter-Glo ATP, 48 h; yeast lacking PDR1 and PDR3 efflux regulators. inhibition, % at 9.4 µM. 310,000 tested, 0.32% active;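 active = every replicate shows inhibition above about 80%, whatever the replicate mean, limit read from the data; inconclusive = mean inhibition reaches the set limit but some replicate falls short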;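 note: 0% = DMSO neutral controls and 100% = 20 µM radicicol positive controls; yeast relying on Plasmodium falciparum Hsp90 in place of its own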
# NSD2 inh – blocks human histone methyltransferase NSD2; O96028; NSD2 peptide methylation, AlphaScreen, 120 min; inhibition, % at 12.5 µM; 310,000 tested, 0.54% active; AID 743445; in the data active = inhibition above about 50%
# PvdQ inh – P. aeruginosa PvdQ acylase inhibition | AID 488965 | purified PvdQ acylase, fluorescence plate reader | inhibition, % at 10 µM | 340,000 tested, 0.063% active; in the data active = inhibition above about 30%, passing the limit was not always enough; inconclusive = no clear call, values can overlap the other calls;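 note: 0% = vehicle neutral wells and 100% = reference inhibitor wells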
# SR-BI HDL uptake – mouse SR-BI HDL lipid transfer inhibition; inhibition, % at 12.5 µM; 320,000 tested, 0.96% active; ldlA[mSR-BI] CHO cells, DiI-HDL uptake fluorescence, 3 h; Q61009;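 active = mean replicate inhibition of at least 70% and a set share of replicates each scoring 70 or more; inconclusive = meets just one of the two criteria; inactive = fails both criteria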;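 note: 0% = median of neutral control wells and 100% = median of positive control wells; values of inactives mirror those of a sister screen read the other way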
# SR-BI DiI-HDL act – activators of SR-BI mediated HDL lipid uptake. 320,000 tested, 0.096% active. activation, % at 12.5 µM. CHO ldlA[mSR-BI] cells, DiI-HDL uptake fluorescence, 3 h; 100 = double the neutral-control signal. AID 504775;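 active = mean replicate activation of at least 60% and every replicate at or above 60%; inconclusive = mean or all-replicate condition met, but not both; inactive = mean below 60% and not all replicates reaching 60%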;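 note: 0% = median plate neutral-control signal and 100% = twice that signal; values of inactives mirror those of a sister screen read the other way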
#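 Material: SR-BI-overexpressing, LDLR-lacking CHO cells | Dosing: Single compound concentration, delivered by pin transfer | Probe or stimulus: Labelled HDL, 10 µg/mL | Signal: Bottom-read cell fluorescence after medium removal, ex 550/em 595 nm | Schedule: 3 h, 37 °C | Evaluation: HDL uptake via cellular fluorescence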
# MITF TRPM1 HTS – activators of MITF-driven TRPM1 promoter activity in SK-MEL-5 cells; SK-MEL-5 TRPM1-promoter luciferase, 24 h; % of positive control, neutral wells = 0; activation, % at 12.5 µM; 300,000 tested, 0.75% active;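 active = mean activation of at least 80% with every replicate also reaching 80%; inconclusive = mean reaches 80% but some replicate falls short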;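 note: 0% = neutral control wells and 100% = parthenolide positive control wells; values of inactives mirror those of a sister screen read the other way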
# * hit, by the source's call; ? = inconclusive; . = no result given.
SMILES,dFosB activator,CAL PDZ FP-1,Rtt109 HAT inh,CAL PDZ FP-2,PfHsp90 set2,NSD2 inh,PvdQ inh,SR-BI HDL uptake,SR-BI DiI-HDL act,MITF TRPM1 HTS
Cc1ccc(S(=O)(=O)NN2C(=O)c3ccccc3NC2c2ccccc2F)cc1 (stereo unspecified),-4,-0.7,-4,-5,9,-4,-4,28,-28,-5
Cn1c(=O)oc2cc(S(=O)(=O)NC3CCCCC3)ccc21,-8,-1.8,3,-5,-20,2,-6,.,.,-2
Nc1nc(SCc2ccccc2)c2ncn(CCO)c2n1,1,-1.2,2,-3,-7,-2,10,-2,2,3
COc1ccccc1N(CC(=O)N(CC(C)C)CC(C)C)S(=O)(=O)c1cccs1,-6,-1.3,-2,.,-6,1,-4,-16,16,-8
CCOCCCNC(=O)c1c[nH]c2c(CC)cccc2c1=O,-16,0.5,9,0,20,-5,0,-4,4,-4
Cc1nnc(SCC(=O)c2ccc(S(=O)(=O)N3CCOCC3)cc2)n1-c1ccccc1,0,0.8,-8,73*,-7,2,-9,-21,21,1
COCc1nnc(NC(=O)c2cc3ccccc3o2)s1,-11,0.2,-2,7,2,-2,-19,-5,5,47
COC(=O)/C(=C/c1ccc(F)cc1)NC(C)=O,4,-0.3,11,-4,-5,-3,3,-33,33,-5
C=CCN(C(=O)c1csnn1)C(C(=O)NCc1ccccc1)c1cccs1 (stereo unspecified),-2,0.0,3,-3,-11,-2,-11,-12,12,3
O=c1oc2ccccc2nc1/C=C(O)/C=C/c1ccc(F)cc1,-1,-0.3,-8,1,38,3,-14,-25,25,-6
CCCOC(=O)Cn1c(=O)c2cc3c(=O)n(CC(=O)OCCC)c(=O)c3cc2c1=O,-7,-0.1,6,2,0,-5,-12,-1,1,15
COc1ccc(Cl)cc1NC(=O)c1cc(-c2ccco2)on1,10,-4.0,2,-4,-4,4,-7,-111,?,-9
CNC(=O)COc1ccc(S(=O)(=O)N2CCCC2)cc1,-8,-8.3,-1,-10,9,-2,-9,1,-1,.
CC(=O)Nc1ccc(NC(=O)CCNC(=O)c2ccccc2Cl)cc1,-6,-1.1,-8,-3,-9,0,3,-3,3,10
CCOc1ccc(N(CC(=O)Nc2cccc(C)c2)S(C)(=O)=O)cc1,-10,0.0,-11,.,17,1,0,7,-7,27

# Exported with values ahead of the structure: entries from further up.
dFosB activator | CAL PDZ FP-1 | Rtt109 HAT inh | CAL PDZ FP-2 | PfHsp90 set2 | NSD2 inh | PvdQ inh | SR-BI HDL uptake | SR-BI DiI-HDL act | MITF TRPM1 HTS | SMILES
-8 | -8.3 | -1 | -10 | 9 | -2 | -9 | 1 | -1 | . | CNC(=O)COc1ccc(S(=O)(=O)N2CCCC2)cc1
-6 | -1.1 | -8 | -3 | -9 | 0 | 3 | -3 | 3 | 10 | CC(=O)Nc1ccc(NC(=O)CCNC(=O)c2ccccc2Cl)cc1

# New compounds follow.
SMILES,dFosB activator,CAL PDZ FP-1,Rtt109 HAT inh,CAL PDZ FP-2,PfHsp90 set2,NSD2 inh,PvdQ inh,SR-BI HDL uptake,SR-BI DiI-HDL act,MITF TRPM1 HTS
O=C(CN1CCN(C/C=C/c2ccccc2)CC1)Nc1ccccc1C(=O)NC1CC1,-8,-0.9,-1,-1,-6,0,-19,-8,8,-5
COC(=O)c1ccc(CSc2nc3ccccc3c(=O)n2-c2ccc(OC)c(OC)c2)o1,0,-2.3,.,-3,-40,-1,-3,3,-3,-2
CN(C)c1ccc(C(=O)OCc2cc(=O)n3ccsc3n2)cc1,3,0.2,3,-3,-3,-5,-11,9,-9,41
NCC1CC2c3ccccc3C1c1ccccc12 (stereo unspecified),-2,.,1,92*,4,2,-9,-9,9,17
O=C(COc1ccc(Cl)cc1Cl)Nc1c(-c2cccs2)nc2ccccn12,119*,0.4,-1,3,2,-2,-13,-9,9,1
CC(=O)NCCNC(=O)C1CCCCN1S(=O)(=O)c1ccccc1 (stereo unspecified),1,0.2,-5,4,32,-2,-12,-12,12,6
CCN(CC)CCNC(=O)Cn1nc(Cc2ccncc2)c2ccccc2c1=O,1,-1.0,-2,-1,-33,2,-16,-11,11,1
Cc1csc2nc(SCC(=O)N3CCN(c4ccccc4)CC3)[nH]c(=O)c12,-9,-1.5,15,6,-3,6,-8,1,-1,2
Cc1ccc(S(=O)(=O)N(C)CC(O)Cn2c3ccccc3c3ccccc32)cc1 (stereo unspecified),-2,0.2,7,0,-3,-1,-10,5,-5,7
CSc1ccc(C(=O)N2CCC(n3nccc3NC(=O)C3CC3)CC2)cc1,0,0.9,0,-6,4,0,7,7,-7,-8
CC1CCN(S(=O)(=O)c2cnc(Cl)c(Br)c2)CC1,-7,-1.3,-1,-3,22,-2,-12,-19,19,-4
O=[N+]([O-])c1ccc2c(c1)S(=O)c1ccccc1-2 (stereo unspecified),-7,-0.7,1,8,-11,-2,9,0,0,0
COc1ccc(N2CCN(c3nc(NC(C)(C)C)nc(N4CCCCC4)n3)CC2)cc1,-13,-0.4,-3,-2,-3,-3,-22,58,-58,-1
C[C@H](CO)N1C[C@H](C)[C@@H](CN(C)Cc2ccc(C(=O)O)cc2)Oc2c(NC(=O)C3CC3)cccc2C1=O,-3,-0.6,1,-10,53,.,-17,-7,7,7
CC(O)(CS(=O)(=O)c1ccc(Br)cc1)c1ccccc1 (stereo unspecified),4,0.8,3,0,-1,-2,-14,0,0,-2
CCNC(=S)NNc1ccccc1,4,0.3,-1,-2,8,0,-14,-13,13,.
CCCCn1c(N)c(N(CCOC)C(=O)c2ccc(-n3c(C)ccc3C)cc2)c(=O)[nH]c1=O,-3,0.0,5,0,1,-7,-17,-32,32,-6
CCN1CCN(C(=O)Cn2ncc3ccsc3c2=O)CC1,2,0.0,-12,-4,-4,.,-9,-10,10,1
Cc1nn(C(C)C(=O)N/N=C/c2ccc(N(C)C)cc2)c(C)c1[N+](=O)[O-] (stereo unspecified),3,-1.7,-2,.,9,-2,-18,.,.,.
CCCS(=O)(=O)N1CCCC(C(=O)NCCN(Cc2ccccc2)C(C)C)C1 (stereo unspecified),0,0.3,-1,0,19,-3,-1,-10,10,2
COC(=O)c1c(Cc2ccccc2Cl)c[nH]c1C,-4,-3.9,.,-2,-8,2,-5,0,0,5
COc1cc(C(C)=O)ccc1Oc1ccc(S(=O)(=O)N2CCOCC2)cn1,-2,-0.3,-4,-3,-12,-1,-15,-6,6,-10
O=C(O)c1cccc2c1Cc1cc(Cl)ccc1-2,2,-1.3,-3,-5,107*,-2,-17,41,-41,-1
COCCCn1cnc2c(c1=O)c1nc3ccccc3nc1n2-c1ccccc1,-10,-1.4,-34,0,14,-1,-9,-14,14,4
COc1ccc(C(=O)Nc2ccc3nc(N4CCN(C)CC4)cc(C)c3c2)c(OC)c1,-7,1.4,-2,0,5,-7,-9,68,-68,20
CN(C)CCOc1ncnc2c1oc1ccccc12,-8,-1.6,-5,.,-20,2,1,-24,24,-2
O=C(COc1ccccc1Cl)NC1CC1,6,-3.1,-7,-2,18,-2,-6,-16,16,18
Cc1csc(=O)n1CC(=O)OCC(=O)NCc1ccc(Cl)cc1Cl,-5,-0.2,-3,.,8,-1,-7,-12,12,4
Cn1cccc1Cc1nnc(SCC(=O)Nc2nccs2)n1C,0,-0.3,8,0,-6,7,1,1,-1,12
N=c1c2c(n(Cc3ccccc3)c3c1CCC3)CCC2,-2,0.8,20,-3,-5,1,4,6,.,-49

# By substructure: the entries above with an aryl methoxy group
SMILES,dFosB activator,CAL PDZ FP-1,Rtt109 HAT inh,CAL PDZ FP-2,PfHsp90 set2,NSD2 inh,PvdQ inh,SR-BI HDL uptake,SR-BI DiI-HDL act,MITF TRPM1 HTS
COc1ccccc1N(CC(=O)N(CC(C)C)CC(C)C)S(=O)(=O)c1cccs1,-6,-1.3,-2,.,-6,1,-4,-16,16,-8
COc1ccc(Cl)cc1NC(=O)c1cc(-c2ccco2)on1,10,-4.0,2,-4,-4,4,-7,-111,?,-9
COC(=O)c1ccc(CSc2nc3ccccc3c(=O)n2-c2ccc(OC)c(OC)c2)o1,0,-2.3,.,-3,-40,-1,-3,3,-3,-2
COc1ccc(N2CCN(c3nc(NC(C)(C)C)nc(N4CCCCC4)n3)CC2)cc1,-13,-0.4,-3,-2,-3,-3,-22,58,-58,-1
COc1cc(C(C)=O)ccc1Oc1ccc(S(=O)(=O)N2CCOCC2)cn1,-2,-0.3,-4,-3,-12,-1,-15,-6,6,-10
COc1ccc(C(=O)Nc2ccc3nc(N4CCN(C)CC4)cc(C)c3c2)c(OC)c1,-7,1.4,-2,0,5,-7,-9,68,-68,20

# Continuation:
SMILES,dFosB activator,CAL PDZ FP-1,Rtt109 HAT inh,CAL PDZ FP-2,PfHsp90 set2,NSD2 inh,PvdQ inh,SR-BI HDL uptake,SR-BI DiI-HDL act,MITF TRPM1 HTS
Cc1cccc(C(=O)N[C@H](C(=O)NCCc2ccc(Cl)cc2)C(C)C)c1,-6,-0.7,20,-3,-14,2,3,18,-18,-4
CCOC(=O)/C(C#N)=C/c1ccc(OCC(=O)Nc2cc(C)ccc2C)c(OC)c1,3,-0.8,-12,-2,-35,-8,-8,1,-1,-3
Cc1sc(NC(=O)C2CCCO2)c(C#N)c1C (stereo unspecified),0,-2.5,-5,.,3,2,11,-16,16,12
CC1(C)CC(=O)C(CC2CCCCC2=O)C(=O)C1 (stereo unspecified),-6,0.2,11,.,9,-2,-15,6,-6,6
O=C(NNC(=S)NCc1ccc(Cl)cc1)c1cccnc1,-5,-0.6,3,15,-20,-1,-13,-7,7,3
CCOC(=O)N1CCN(CC(=O)c2ccc(O)cc2O)CC1,1,-2.7,11,-1,-10,0,-9,-12,12,5
COc1ccccc1P(=O)(c1ccccc1)c1ccccc1,-4,0.0,-5,0,3,1,-12,2,-2,7
O=C(Nc1ccc(N2CCOCC2)c([N+](=O)[O-])c1)c1ccco1,1,-2.5,-53,-4,5,-28,11,1,-1,36
Cc1ccc(NS(=O)(=O)c2cccc(C(=O)NCc3ccccn3)c2)cc1,-8,-0.1,-1,-3,6,-2,10,-6,6,-11
S=c1nc2ccccc2c2nc(-c3ccccc3)[nH]n12,-19,-0.3,6,-3,.,-4,11,25,-25,.
COc1ccc(N(CC(=O)NCc2ccncc2)S(=O)(=O)c2ccc(C)c([N+](=O)[O-])c2)cc1,-10,.,-4,-4,-11,-1,-18,.,.,9
